# Rab9 prom act – Rab9 promoter activation; Huh7 Rab9 promoter-luciferase reporter, luminescence, 24 h; Potency, µM (series often up to 9.22 µM), for the others: at the highest dose activation, negative = inhibition, most hits filed as activators; actives 2.8% (n = 320,000); AID 485297; further: % of control where 0% means no effect; nearly all actives have a fitted effect of over 60% in size
#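 Using Huh7 cells stably transfected with Rab9 promoter–luciferase, compounds were incubated 24 h at 37 °C, 5% CO2; luciferase luminescence was read 10 min after reagent addition.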
# NPC1 promoter act – activates the NPC1 promoter; Huh7 NPC1 promoter luciferase reporter, 24 h; Potency, µM (highest dose often 9.22 µM), for the others: at the top dose activation, most hits filed as activators; actives 2.4% (n = 320,000); AID 485313;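 further: % of control where 0% means no effect; nearly all actives have a fitted effect of over 60% in size; reporter is driven by a mutant NPC1 promoter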
#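 NPC1 promoter–luciferase Huh7 cells; 24 h compound; luminescence.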
# RORg inh – ROR gamma (mouse) transcription inhibition; Potency, µM (top dose mostly 53.6 µM), inactives show at the highest dose activity change, negative = inhibition, most hits filed as inhibitors; actives 5.4% (n = 310,000); P51450; Drosophila S2 Gal4-RORgamma UAS-luciferase reporter, 20 h; further: on the % scale 0 is the no-effect control and ±100 the full control effect; nearly all actives have a fitted effect of over 60% in size
#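 Drosophila S2 cells stably expressing Gal4-DBD/mouse RORγ fusion under metallothionein promoter plus UAS-luciferase; compound 1 h, then 700 uM CuSO4 induction for 20 h at ambient temperature; inhibition read as reduced luminescence.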
# p53 reactivation – restores transcriptional activity of mutant p53. AID 504706. H1299 p53-A138V BP100-luciferase reporter, luminescence, 24 h. actives 0.063% (n = 320,000). Potency, µM (titrated, usually from 92.2 µM), for inactives: top-dose activity change, positive = activation, usual class: activators; further: % of control where 0% means no effect; nearly all actives have a fitted effect of over 45% in size
#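 p53-null H1299 cells stably carrying temperature-sensitive p53-A138V and a BP100-luciferase reporter were pinned with compounds (4-point, 1:5 series) and held 24 hrs at 37 deg C. Luminescence was read 10 min after detection reagent.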
# BRCA1 expr act – activators of BRCA1 expression; AID 624202; Potency, µM (series often up to 46.1 µM), for the others: top-dose activation, hits mostly activators; MCF7-BRCA1-FFLuc reporter, luminescence, 48 h; response scale: scaled: vehicle 0%, 10 µM genistein 100%; actives 1.1% (n = 380,000); further: nearly all actives have a fitted effect of over 80% in size; some results filed as inactive show a strong effect at the top dose
#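 Quantitative HTS in MCF7 cells stably reporting BRCA1 expression via firefly luciferase. Compound treatment lasts 48 h at 37 °C in phenol-red free MEM. Activation is expressed relative to genistein at 10 microM and DMSO.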
# MBNL1 CUG block – blocks human MBNL1 binding to CUG repeat RNA; Q9NR56; TR-FRET MBNL1-His/biotin-(CUG)12 binding, 665/545 ratio; Potency, µM (titrated, usually from 57.5 µM), inactives show top-dose activity change, negative = inhibition, usual class: inhibitors; actives 0.036% (n = 280,000); AID 2675; active means well fitted inhibition curve with a large enough effect in the signal ratio, with a control signal flat, not every such curve was filed as active; inconclusive means small, poorly fitted or top-dose-only effect, or effect the other way, or a change in a side signal; inactive means no such curve, though single readings can be large or run the other way; the % refers to the signal ratio; further: on the % scale 0 is the no-effect control and ±100 the full control effect
# Target sequence (Q9NR56 whole entry, looked up): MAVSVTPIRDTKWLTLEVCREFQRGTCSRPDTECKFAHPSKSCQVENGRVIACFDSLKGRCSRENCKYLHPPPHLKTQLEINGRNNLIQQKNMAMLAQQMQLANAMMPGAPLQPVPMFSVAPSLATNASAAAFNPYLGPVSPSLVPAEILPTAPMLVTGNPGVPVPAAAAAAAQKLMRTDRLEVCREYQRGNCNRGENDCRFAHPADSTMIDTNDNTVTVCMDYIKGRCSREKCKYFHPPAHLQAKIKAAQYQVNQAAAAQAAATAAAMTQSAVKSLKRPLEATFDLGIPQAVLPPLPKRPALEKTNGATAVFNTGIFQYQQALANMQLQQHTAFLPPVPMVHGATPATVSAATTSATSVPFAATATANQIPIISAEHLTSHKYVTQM
#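 TR-FRET between His-tagged MBNL1 and biotin-(CUG)12 RNA, detected with Tb anti-His antibody (0.055 ng/ul) and streptavidin-XL665 (5 nM), 60 min at room temperature. Compounds titrated 92 nM to 58 uM; 665/545 nm ratio normalized to buffer and complex controls.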
# FLuc modulator – firefly luciferase modulation, counter-screen for miR-21 project; actives 6.9% (n = 360,000); AID 588342; Potency, µM (titrated, usually from 57.5 µM), inactives show at the top dose activity change, negative = inhibition, hits mostly inhibitors; P08659; purified FLuc, Km substrates, luminescence inhibition;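 further: plate controls were vehicle for no effect and reference inhibitor for full effect; nearly all actives have a fitted effect of over 55% in size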
# Target sequence (P08659 whole entry, looked up): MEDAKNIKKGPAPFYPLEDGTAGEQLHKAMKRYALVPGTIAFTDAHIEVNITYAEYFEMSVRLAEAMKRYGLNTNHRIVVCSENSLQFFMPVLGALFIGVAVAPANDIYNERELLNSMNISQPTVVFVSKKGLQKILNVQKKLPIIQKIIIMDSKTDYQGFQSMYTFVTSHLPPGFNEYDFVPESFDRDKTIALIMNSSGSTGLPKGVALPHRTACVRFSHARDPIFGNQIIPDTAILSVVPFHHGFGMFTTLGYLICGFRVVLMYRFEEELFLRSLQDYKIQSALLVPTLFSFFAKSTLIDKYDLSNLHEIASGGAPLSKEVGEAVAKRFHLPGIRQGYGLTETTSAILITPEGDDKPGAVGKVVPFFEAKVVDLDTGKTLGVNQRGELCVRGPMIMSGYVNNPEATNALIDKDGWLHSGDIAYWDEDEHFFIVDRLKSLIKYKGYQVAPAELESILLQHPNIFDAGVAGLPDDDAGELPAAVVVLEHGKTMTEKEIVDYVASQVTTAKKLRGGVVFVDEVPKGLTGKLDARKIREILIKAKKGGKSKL
#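 Purified P. pyralis luciferase (10nM final) with 10uM D-luciferin and 10uM ATP (Km levels) in 50mM Tris acetate pH 7.5, 10mM Mg acetate, 0.01% Tween-20, 0.05% BSA; qHTS 6-point titration, ~60 µM downward; luminescence read.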
# uPA generation – cell surface uPA generation inhibition. AID 540303. actives 0.31% (n = 330,000). cell surface uPA generation assay, qHTS. Potency, µM (highest dose often 38.3 µM), inactives show at the top dose activity change, negative = inhibition, actives largely listed as inhibitors; active means well fitted inhibition curve with a large enough effect; inconclusive means small, poorly fitted or top-dose-only effect; inactive means no such curve, though single readings can be large or run the other way; tested in mouse RAW 264.7 cells; further: on the % scale 0 is the no-effect control and ±100 the full control effect; nearly all actives have a fitted effect of over 55% in size
# VP16 counter – Gal4-VP16 reporter inhibition counter-screen. Drosophila S2 Gal4-VP16 UAS-luciferase, luminescence, 20 h. Potency, µM (doses to about 53.6 µM), without a hit: at the highest dose activity, negative = inhibition, actives largely listed as inhibitors. actives 3.5% (n = 310,000). AID 2546;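 further: Gal4-VP16 expression switched on by copper sulfate through the metallothionein promoter; on the % scale 0 is the no-effect control and ±100 the full control effect; nearly all actives have a fitted effect of over 50% in size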
# ELG1 genotox – induces genotoxicity in HEK293T cells with luciferase-tagged ELG1. HEK293T ELG1-luciferase reporter, luminescence, 16 h. Potency, µM (titrated, usually from 46 µM), for inactives: at the top dose activity change, positive = activation, actives largely listed as activators. actives 1.3% (n = 330,000); further: % of control where 0% means no effect; nearly all actives have a fitted effect of over 60% in size
#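 Genotoxic stress is detected as increased luminescence from luciferase-tagged ELG1 in HEK293T cells, measured with ONE-Glo after a 16 hr treatment at 37 °C.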
# Starred values were filed as active, the others as inactive; ? = inconclusive; · = not tested or not shown; [ ] = another dose, or the depositor's remark. Unless noted, the call rests on the fitted dose curve; in most records, active means well fitted curve in the direction sought with a large enough effect; inconclusive means small, poorly fitted or top-dose-only effect, or another doubt; inactive means no such curve, though single readings can be large; an effect the other way counts as inactive or inconclusive. Potency means the concentration at half of the fitted maximal effect. Only part of the results is shown; count on the stated rates, not on these rows.
SMILES,Rab9 prom act,NPC1 promoter act,RORg inh,p53 reactivation,BRCA1 expr act,MBNL1 CUG block,FLuc modulator,uPA generation,VP16 counter,ELG1 genotox
Nc1ccc(C2(c3ccc(N)cc3)c3ccccc3-c3ccccc32)cc1,-9%,1%,3%,-3%,-89%,3%,3%,4%,?,-1%
CCc1cn([C@H]2C[C@H](O)[C@@H](CO)O2)c(=O)[nH]c1=O,2%,1%,-27%,3%,-37%,3%,6%,?,-10%,-3%
CCOP(=O)(OCC)C(NC(=O)c1ccc(OC)cc1)C(Cl)(Cl)Cl (centres undefined),2%,1%,-16%,0%,2%,-8%,3%,2%,1%,2%
S=C(Nc1ccccc1)N1CCN(c2ccccn2)CC1,-2%,-1%,?,-3%,1%,-7%,0%,8%,-3%,-3%
Cc1ccc(Cn2cc(C=O)c(-c3ccc(F)cc3)n2)cc1,-2%,5%,29%,21%,43%,-7%,?,4%,-6%,0%
O=Cc1cn(Cc2ccc(F)cc2Cl)c2ccccc12,-8%,-4%,?,0%,-23%,-5%,2%,-6%,?,-1%
Cc1cc(C=C2C(=O)NC(=S)NC2=O)c(C)n1C1CCCC1,0%,0%,?,9%,-24%,8%,1.5µM*,-3%,-2%,21µM*
COC(=O)C1=C(c2c(C)noc2C)C[C@@H]2CC[C@H]1N2C(=O)N1CCC(C)CC1,8%,0%,·,14%,8%,·,-2%,12%,·,2%
COCC1CCCCN1C(=O)c1ccc(OC)c(OC2CCN(C(C)C)CC2)c1 (centres undefined),19%,21%,21%,?,24%,-2%,?,?,-6%,15%
O=C1C2CCCC1C(N1CCCCC1)CC2 (centres undefined),-3%,1%,-30%,4%,-8%,-6%,7%,-1%,2%,-2%
NC(=O)Cc1ccc2sc(-c3ccccc3)nc2c1,3.5µM*,3.5µM*,-24%,?,?,-15%,5.4µM*,?,?,?
COC(=O)C1=C(c2ccc(OC(F)(F)F)cc2)C[C@@H]2CC[C@H]1N2C(=O)N1CCC(C)CC1,-3%,-6%,·,-7%,-46%,·,0%,10%,·,0%
COc1ccc(N(CC(=O)Nc2cc(OC)ccc2OC)S(C)(=O)=O)cc1,0%,-14%,?,-7%,1%,-24%,4%,2%,-15%,1%
N#CC[N+]1(CCCNP2(=O)C=C(c3ccccc3)OC(c3ccccc3)=C2)CCOCC1,-6%,-4%,7%,0%,18%,0%,-3%,18%,6%,1%
Cc1ccc2c(c1)C1CN(C)CCC1N2S(=O)(=O)c1ccccc1 (centres undefined),-1%,-1%,7%,5%,6%,0%,11%,2%,-8%,0%
Cc1ccc(C(=O)Nc2nc3ccccc3n2CCN2CCCC2)cc1,?,15%,2.5µM*,?,-5%,-6%,11µM*,-4%,7.1µM*,4.6µM*
COc1ccc(-c2coc3cc(OC(=O)N4CCOCC4)ccc3c2=O)cc1,?,23%,15%,20%,72%,-10%,24µM*,1%,-6%,-7%
COc1ccc(CC2(CCc3ccncc3)C(=O)NC(=O)NC2=O)c(OC)c1,-4%,-1%,-2%,0%,-29%,?,0%,0%,11%,-1%
CC(O)(CS(=O)(=O)c1ccccc1)C(=O)Nc1ccc(C(F)(F)F)cc1 (centres undefined),-3%,2%,22%,-1%,0%,0%,3%,·,-8%,-3%
CN1CCC(c2c[nH]c3ccc(O)cc23)CC1,-3%[46.1 µM],5%[46.1 µM],-12%,·,12%,·,·,13%,0%,·
O=C(c1ccncc1)C12CN3CN(CN(C3)C1)C2,2%,2%,2%,4%,6%,-3%,1%,2%,-1%,2%
C[C@]12CC[C@H](O)C[C@H]1CC[C@@H]1[C@@H]2C[C@@H](O)[C@]2(C)[C@@H](C3=CC(=O)OC3)CC[C@]12O,-42%[inhibitor],-32%[inhibitor],·,-9%,-13%,·,7%,5%,·,-54%[inhibitor]
O=c1oc(C2(O)CCCCC2)cc2ccc(-c3ccc4[nH]ccc4c3)cc12,·,·,·,?,?,·,·,?,·,6%
Nc1ccc(Cl)cc1C(=O)c1ccccc1,-2%,-7%,8%,4%,-3%,8%,-3%,4%,-11%,10%

# Profiles, looked up by structure. Order of screens: Rab9 prom act, NPC1 promoter act, RORg inh, p53 reactivation, BRCA1 expr act, MBNL1 CUG block, FLuc modulator, uPA generation, VP16 counter, ELG1 genotox
# `COc1ccc(N(CC(=O)Nc2cc(OC)ccc2OC)S(C)(=O)=O)cc1` across the screens: 0%, -14%, ?, -7%, 1%, -24%, 4%, 2%, -15%, 1%
# `Nc1ccc(Cl)cc1C(=O)c1ccccc1` across the screens: -2%, -7%, 8%, 4%, -3%, 8%, -3%, 4%, -11%, 10%
# `CN1CCC(c2c[nH]c3ccc(O)cc23)CC1` across the screens: -3%[46.1 µM], 5%[46.1 µM], -12%, ·, 12%, ·, ·, 13%, 0%, ·

# Going on with the list:
SMILES,Rab9 prom act,NPC1 promoter act,RORg inh,p53 reactivation,BRCA1 expr act,MBNL1 CUG block,FLuc modulator,uPA generation,VP16 counter,ELG1 genotox
CCCCc1nc2ccccc2c(=O)n1-c1ccccc1O,2%,-3%,28%,4%,-22%,8%,-1%,8%,-1%,-2%
NC(=O)Nc1ccc(C(=O)OCC(=O)Nc2ccc(Cl)cc2C(=O)c2ccccc2)cc1,-2%,-6%,?,-5%,-14%,18%,2%,-2%,6%,1%
O=C(c1ccc2c(Cl)c3c(nc2c1)CCCC3)N1CCC(N2CCCCC2)CC1,-7%,0%,11%,16%,-45%,17%,0%,10µM*,-13%,0%
Cc1cc(=O)oc2cc(OCC(=O)N3CCN(C(C)c4ccccc4)CC3)c(Cl)cc12 (centres undefined),-3%,0%,·,-3%,-1%,·,4%,11%,·,-4%
CN(C)C(=O)Oc1cc(=O)n2c3c(cccc13)CCC2,-4%,-1%,25%,2%,0%,?,-1%,2%,-8%,-1%
O=C1NC(=O)N(CCC2=CCCCC2)C(=O)/C1=C/c1ccc(O)cc1,-4%,4%,20%,-19%,-2%,-10%,-5%,8%,11%,5%
Cc1ccsc1C(=O)C1CCCN(Cc2cccc(-n3cccn3)c2)C1 (centres undefined),11%,0%,20%,-2%,-20%,3%,0%,1%,-6%,-7%
COc1cc(OC)c(OC)cc1CNC(C)C(O)c1ccccc1 (centres undefined),4%,1%,5%,16%,7%,3%,0%,0%,1%,-2%
COP(=O)(OC)Oc1ccc(C(O)C(Cl)(Cl)Cl)cc1 (centres undefined),-3%,-2%,-14%,2%,-3%,-6%,-1%,1%,?,0%
CC1=NN(c2ccccc2)C(=O)C1/C=C1\C(=O)NC(=O)N(c2ccc(C)c(C)c2)C1=O (centres undefined),-4%,0%,15%,-4%,-22%,-4%,15µM*,5%,5%,-6%
O=C1/C(=C/c2ccccc2)C[C@@]2(O)[C@H]3Cc4ccc(O)c5c4[C@@]2(CCN3CC2CC2)C1O5 (some centres undefined),·,·,·,-23%,-82%,·,·,?,·,-6%
COC(=O)C1=C(c2cccc(C#N)c2)C[C@@H]2CC[C@H]1N2C(=O)NC(C)C,-6%,-1%,·,6%,-9%,·,0%,4%,·,3%
O=C(C(=O)N1CCOCC1)c1cn(Cc2ccccc2F)c2ccccc12,8%,-2%,34%,-14%,-26%,-6%,5%,-1%,-9%,-9%
C=CCN1C(=O)NC(=O)/C(=C/c2c(CCN(C)C(=O)c3ccccc3)cc3c(c2OC)OCO3)C1=O,-1%,-1%,-15%,1%,-19%,-3%,-19%,-2%,10%,0%
COC(=O)C1=C(c2cccc(OCc3ccccc3)c2)C[C@@H]2CC[C@H]1N2C(=O)NCc1ccccc1C(F)(F)F,-11%,-12%,·,22%,0%,·,0%,-23%,·,0%
CC1CN(c2ccc([N+](=O)[O-])c3cccnc23)CC(C)N1 (centres undefined),-1%,3%,2%,-15%,43%,?,3%,1%,-4%,0%
Cn1cc(C(=O)OCC(=O)N2CCCC2)c2ccccc21,-4%,0%,·,0%,17%,·,-4%,5%,·,-2%
Cc1ccc(OCC(=O)N2CCN(Cc3cccnc3)CC2)cc1,-2%,-4%,13%,4%,-2%,0%,-7%,4%,9%,0%
Cn1cc[n+](C)c1P(=S)(c1ccccc1)c1ccccc1,-3%,-7%,33%,6%,-6%,-1%,4%,1%,11%,-11%
Cc1onc(-c2ccccc2)c1C(=O)Nc1sc2c(c1C#N)CCC(C)C2 (centres undefined),-3%,0%,20%,5%,-83%[inhibitor],10%,?,?,-6%,-6%
CC(=O)c1c(C)n(CC2CCCO2)c2ccc(O)cc12 (centres undefined),0%,-1%,-17%,-4%,14%,6%,2%,12%,8%,-3%
CCC(=NC1CC1)c1c(O)n(C2CCCCC2)c(=O)[nH]c1=O,3%,2%,26%,-5%,3%,-2%,?,0%,27%,3%
O=C1NC(=O)C(=Cc2ccc(-c3ccc(Cl)cc3)o2)C(=O)N1,0%,0%,?,15%,-16%,7%,6.7µM*,-6%,?,-16%
CCOC(=O)C1(CCc2ccccc2)CCN(Cc2ccco2)CC1,0%,-9%,-18%,1%,-18%,?,1%,4%,-11%,-8%
O=c1c2ccccc2nc(-c2cccs2)n1-c1cnccn1,2%,5%,23%,7%,-4%,3%,-1%,0%,2%,0%
Oc1ccc2c3c1O[C@H]1c4[nH]c5ccccc5c4C[C@@]4(O)C(C2)N(CC2CC2)CC[C@]314,-1%,2%,6%,·,·,2%,3%,·,0%,·
O=c1c2ccccc2nc(CSc2ncnc3nc[nH]c23)n1-c1ccccc1Cl,-4%,-1%,9%,-10%,-17%,2%,1%,0%,-1%,1%

# Source: PubChem (National Center for Advancing Translational Sciences (NCATS))
